Screening results (PubChem BioAssay)
PMI inhibitors = inhibitors of human PMI, primary screen, biochemical, fluorescence intensity, coupled assay (AID 1209) | purified PMI enzyme, coupled fluorescence intensity; higher % means a stronger effect | one-dose inhibition, % at 20 µM; IC50 in µM for titrated hits | actives 0.42% (n = 190,000);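 also: plate controls were DMSO vehicle for no effect and wells lacking substrate for full effect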
TNAP activation fold = human TNAP enzyme activators, primary screen, biochemical, luminescent, no phosphate acceptor, uHTS (AID 1001) | purified TNAP, luminescent activation assay, no phosphate acceptor; higher activation fold means a stronger effect | activation fold at 20 µM; hits with a dose series show EC50 in µM | actives 0.03% (n = 200,000); in the data active = activation fold from about 3, or a potency from the dose series; inactive = the rest, 99 in 100 with activation fold below about 1.6; also: many of its hits are not listed in these tables
Myeloid diff 2 = compounds promoting myeloid differentiation. ER-HoxA9 myeloid progenitors, lysozyme-GFP differentiation, flow cytometry. calls only at 10 µM. actives 1% (n = 360,000);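 active = normalized GFP-positive differentiation at or above the plate's own cutoff, the solvent-only control mean plus 3 SD; inconclusive = no clear call, values can overlap the other calls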;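 also: cells exposed to compound for four days before flow analysis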
RSV CPE inhibition = RSV antiviral activity via CPE protection, HEp-2 cells, primary 10 µM value included (AID 2391); HEp-2 cells, RSV-induced CPE inhibition; higher % means a stronger effect; actives 0.13% (n = 310,000); CPE inhibition, % at 10 µM; hits with a dose series show IC50 in µM; in the data active = a potency from the dose series; inconclusive = CPE inhibition mostly from about 23% at the one dose, without a potency; inactive = the rest, 99 in 100 with CPE inhibition below about 21%; also: strong numbers were not always called active
Siah-1 displacement = blockers of Siah-1 interaction with plectin peptide – biochemical, fluorescence polarization, rhodamine-plectin, uHTS, primary screen (AID 1817) | Siah-1 / rhodamine-plectin peptide fluorescence polarization; higher % means a stronger effect | displacement, % at 20 µM; hits with a dose series show IC50 in µM | actives 0.02% (n = 290,000);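 active = displacement of at least 50% at 20 µM, with a fluorescence ratio check between 0.3 and a set limit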;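 also: plate controls were Siah plus tracer with DMSO for no effect and tracer alone without Siah for full effect; strong numbers were not always called active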
human PMI inhibitors = human PMI inhibitors, high substrate, primary screen, biochemical, fluorescence intensity, high mannose 6-phosphate (AID 1220) | recombinant PMI enzyme, coupled fluorescence intensity; higher % means a stronger effect | one-dose inhibition, % at 20 µM; IC50 in µM for titrated hits | actives 0.66% (n = 190,000)
XIAP antagonists = XIAP antagonists, biochemical, IAP family, fluorescence polarization (AID 1018); XIAP BIR domain, fluorescence polarization peptide displacement; higher % means a stronger effect; actives 0.007% (n = 200,000); one-dose displacement, % at 20 µM; IC50 in µM for titrated hits; in the data active = displacement above about 50%; also: a part of the inactive calls stands beside numbers as strong as those of hits
WT yeast gro inh = growth inhibition of WT yeast, mitochondrial fusion screen; inhibition, % at 10 µM; mitochondrial fusion phenotypic screen, WT strain; actives 2.1% (n = 190,000); in the data active = inhibition above about 58%; tested in S. cerevisiae
Salmonella PhoP GFP = inhibitors of PhoP regulon expression, primary screen, Salmonella Typhimurium, GFP reporter (AID 1863); S. Typhimurium PhoP-regulated promoter GFP reporter, 4 h; higher % means a stronger effect; one-dose inhibition, % at 50 µM; IC50 in µM for titrated hits; actives 0.16% (n = 300,000);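 active = inhibition over 29.93%, a cutoff 3 SD above the screen mean, later confirmed by dose response; inconclusive = inhibition over 29.93% but no dose response follow-up; inactive = inhibition at most 29.93% or unconfirmed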;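 also: 0% = low Mg2+ inducing control and 100% = high Mg2+ repressing control; strong numbers were not always called active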
WT yeast gro inh mutant strain = second read-out of WT yeast gro inh, no call of its own (marks repeat the call); inhibition, %; mitochondrial fusion phenotypic screen, mutant strain inhibition
Myeloid diff 2 GFP+ MAC1+ % = recorded beside Myeloid diff 2, whose call it bears; GFP+ MAC1+ double positive, %; measured here: differentiation confirmed by MAC1 staining
* marks the source's active call; other numbers are inactive results; i = inactive; ? = inconclusive; / = no result given; + = active, no number. Rule as the data show it, unless noted: active = inhibition above about 50%; inactive = the rest.

A first look, 5 compounds:
SMILES	PMI inhibitors	TNAP activation fold	Myeloid diff 2	Myeloid diff 2 GFP+ MAC1+ %	RSV CPE inhibition	Siah-1 displacement	human PMI inhibitors	XIAP antagonists	WT yeast gro inh	WT yeast gro inh mutant strain	Salmonella PhoP GFP
Cc1cc(C)n(C(=O)CNC(=O)Cc2ccccc2)n1	0%	1.2	i	0.5	-0.3%	11%	2%	-0.7%	-4	-1	5%
COc1cc2c(cc1OC)-c1cc(Nc3ccc(N(C)C)cc3)nc(=O)n1CC2	/	/	i	0.5	1.0%	-6%	/	/	/	/	-10%
COc1ccc(CN(C(=O)c2snc(C(N)=O)c2N)C(C(=O)NC(C)(C)C)c2ccco2)cc1 (stereo not given)	0%	1	i	0.7	0.0%	-3%	1%	-0.2%	6	-4	13%
CCOc1cc([C@H]2[C@@H]3CCCC[C@]3(O)CCN2CC(=O)NCc2ccco2)ccc1O	0%	1.1	i	1.5	1.6%	3%	13%	1.2%	-16	-4	3%
O=C(Nc1ccc(F)cc1)c1cccc2ccccc12	/	/	i	0.3	1.7%	3%	/	/	/	/	-2%

All compounds of this part, from the first entry:
SMILES	PMI inhibitors	TNAP activation fold	Myeloid diff 2	Myeloid diff 2 GFP+ MAC1+ %	RSV CPE inhibition	Siah-1 displacement	human PMI inhibitors	XIAP antagonists	WT yeast gro inh	WT yeast gro inh mutant strain	Salmonella PhoP GFP
Cc1cc(C)n(C(=O)CNC(=O)Cc2ccccc2)n1	0%	1.2	i	0.5	-0.3%	11%	2%	-0.7%	-4	-1	5%
COc1cc2c(cc1OC)-c1cc(Nc3ccc(N(C)C)cc3)nc(=O)n1CC2	/	/	i	0.5	1.0%	-6%	/	/	/	/	-10%
COc1ccc(CN(C(=O)c2snc(C(N)=O)c2N)C(C(=O)NC(C)(C)C)c2ccco2)cc1 (stereo not given)	0%	1	i	0.7	0.0%	-3%	1%	-0.2%	6	-4	13%
CCOc1cc([C@H]2[C@@H]3CCCC[C@]3(O)CCN2CC(=O)NCc2ccco2)ccc1O	0%	1.1	i	1.5	1.6%	3%	13%	1.2%	-16	-4	3%
O=C(Nc1ccc(F)cc1)c1cccc2ccccc12	/	/	i	0.3	1.7%	3%	/	/	/	/	-2%
COc1cccc(N2CCN(C3CCCC(C)C3)CC2)c1 (stereo not given)	-3%	1.1	i	1.8	-0.8%	-1%	-8%	-4.1%	-22	-13	2%
CCCCn1c(NC(=O)C2CCCCC2)nc2ccccc21	0%	1	i	0.9	1.2%	-4%	-9%	-5.8%	24	-1	-3%
C=C1CCN([C@@H](C)C(=O)NCc2cc(OC)c(OC)c(OC)c2)S(=O)(=O)c2ccccc21	/	/	i	1.6	-1.0%	3%	/	/	/	/	3%
CC(=O)c1ccc(NC(=O)CN2CCN(c3ncccn3)CC2)cc1	5%	1.1	i	1.2	1.2%	0%	-10%	-7.5%	-8	0	11%
COCCOC(=O)C1=C(C)NC(=O)NC1c1c(Cl)nc2ccccn2c1=O (stereo not given)	11%	1.1	i	0.1	1.5%	3%	6%	-7.3%	-16	-8	-7%
CCN(CC(=O)NC1CCS(=O)(=O)C1)S(=O)(=O)c1ccc(F)cc1 (stereo not given)	11%	1	i	0.7	1.1%	0%	14%	-9.0%	8	0	15%
O=C(CCCO)N/N=C/c1ccccc1[N+](=O)[O-]	6%	1.1	i	0.4	0.3%	2%	9%	-6.4%	10	15	9%
CCOC(=O)C(NC(=O)CC)(Nc1sc(C)c(CC)c1C#N)C(F)(F)F (stereo not given)	1%	1	i	0.1	-0.4%	5%	2%	-10%	-3	13	15%
COc1cc2c(cc1NC(=O)COC(=O)C(CCSC)NC(=O)c1ccccc1Cl)oc1ccccc12 (stereo not given)	-1%	1	i	0.3	18%	-10%	1%	-5.0%	-22	1	-16%
Fc1cccc2ncnc(OCc3ccccc3)c12	-10%	1.1	i	0.9	4.7%	-1%	-11%	-9.8%	-9	13	5%
CCCCOc1ccc(CNn2c(C)nc3ccccc3c2=O)cc1	4%	0.9	i	4.9	18%	-1%	-5%	1.6%	25	27	0%
O=C(c1ccccc1)N1CCN(Cc2ccc3c(c2)OCO3)CC1	/	/	i	1.4	1.5%	-1%	/	/	/	/	9%
O=C(COC(=O)c1ccc(O)cc1O)c1ccc2c(c1)OCO2	/	/	i	0.8	-1.1%	2%	/	/	/	/	9%
COc1ccc(CNC(=O)COC(=O)CCC2CCCCC2)cc1	11%	1.1	i	0.9	0.4%	1%	3%	-0.8%	13	-14	-10%
COc1ccc(OCCOCCOc2ccc(C)cc2[N+](=O)[O-])cc1	5%	1.2	i	0.8	1.0%	4%	9%	1.7%	26	9	9%
O=C(O)CCC(=O)NNC(=O)COc1cccc(Cl)c1	7%	1.1	/	/	1.2%	2%	3%	-3.3%	11	4	3%
Cn1c(NC(=O)C[n+]2cc(-c3ccc(Cl)cc3)n3c2CCC3)cc(=O)n(C)c1=O	1%	1.1	i	1.3	-0.1%	3%	-8%	-4.5%	-17	-8	5%
COc1ccc(-c2nnn(CC(=O)N3CCN(c4ccc(F)cc4)CC3)n2)cc1	/	/	i	0.7	1.1%	-1%	/	/	/	/	0%
CC1CN(C(=O)CCS(=O)(=O)c2ccccc2)CC(C)O1 (stereo not given)	/	/	i	0.2	-0.3%	-4%	/	/	/	/	6%
COc1ccc(NC(=O)Nc2nnc(-c3ccco3)s2)cc1	/	/	i	0.4	1.6%	-2%	/	/	/	/	-1%
COc1ccccc1N=Nc1c(O)[nH]c2ccc(Br)cc12	/	/	+	6.4*	6.1%	-3%	/	/	/	/	-4%
CSc1ccc(CNc2ccc(Cl)cc2)cc1	11%	1.1	i	3.9	3.3%	0%	7%	1.8%	-3	6	3%
CC(/C=C1\SC(=S)N(CCC(=O)Nc2nc(C)cs2)C1=O)=C\c1ccccc1	/	/	i	0.6	0.0%	-7%	/	/	/	/	-8%
COc1cc(CN2CCCCCC2)cc(OC)c1	/	/	i	0.2	-0.3%	13%	/	/	/	/	-3%
CCN(Cc1ccccc1)c1ccc(/C=N/NS(=O)(=O)c2cccc([N+](=O)[O-])c2)cc1	-47%	1.1	i	0.6	2.3%	3%	-104%	-3.8%	11	-19	10%
O=C1NC(=S)N/C1=C/c1ccc(Oc2ccc(C(F)(F)F)cc2[N+](=O)[O-])c(Cl)c1	-4%	1.2	i	0.5	0.9%	9%	-13%	-6.1%	0	1	-4%
CN(CC(=O)Nc1ccc(Cl)cc1)CC(=O)Nc1cccc(Br)c1	/	/	i	0.6	39%	2%	/	/	/	/	6%
CC(=O)Nc1ccc(S(=O)(=O)N2CCc3ccccc3C2)cc1	-7%	1	i	0.8	7.7%	-1%	-2%	-4.6%	2	4	10%
COc1ccc(-c2cc(C)no2)cc1S(=O)(=O)N(C)c1ccc(C)cc1	/	/	?	/	-2.0%	1%	/	/	/	/	1%
COc1ccc(C(C(N)=O)c2ncc(C(F)(F)F)cc2Cl)cc1 (stereo not given)	-5%	1.1	i	0.2	0.2%	4%	-3%	-3.2%	1	-1	7%
CC(=O)c1cccc(Oc2cc(NN3CCCCC3)c([N+](=O)[O-])cc2[N+](=O)[O-])c1	/	/	i	1.4	5.7%	15%	/	/	/	/	11%
CC(C)/C=C/C(=O)N1CCC(N2CCC(C(=O)N3CCOCC3)CC2)CC1	8%	1.1	i	0.3	0.3%	1%	5%	-6.0%	5	1	2%
O=C(Nc1cccc(C(=O)N2CCOCC2)c1)NC1CCCCC1	8%	1.1	i	0.2	1.4%	3%	8%	-2.4%	18	-2	-2%
Cc1sc2nc(SCC(=O)N3CC(C)OC(C)C3)n(C)c(=O)c2c1C (stereo not given)	/	/	i	1.4	1.4%	-2%	/	/	/	/	2%
CCN(CC)S(=O)(=O)c1ccc(-c2nnco2)cc1	5%	1.1	i	0.5	1.5%	7%	4%	-5.7%	8	3	10%
CN(C)S(=O)(=O)c1cccc(NC(=O)Cn2cc(C(F)(F)F)cc(Cl)c2=O)c1	3%	1	i	0.4	-1.4%	-4%	10%	-7.4%	-2	15	-1%
CC(NCC(O)COCCC12CC3CC(CC(C3)C1)C2)c1ccccc1 (stereo not given)	-3%	1.1	i	0.1	-2.1%	-4%	-6%	-4.8%	76*	72*	-6%
NNC1=N[C@H]2CS(=O)(=O)C[C@H]2S1	1%	1.1	i	1.2	1.8%	6%	-6%	-3.0%	5	-8	4%
On1c(-c2ccccc2)nc2ccccc21	/	/	i	0.5	0.8%	1%	/	/	/	/	0%
Cc1ccccc1C(=O)c1cccn1CC(=O)NCCN1CCN(c2cccc(C)c2C)CC1	17%	1	i	0.0	-1.8%	1%	10%	-19%	80*	49*	-3%
Cc1nn(-c2ccccc2)c2sc(C(=O)N3CCOCC3)cc12	-12%	1.1	i	0.9	9.8%	7%	-15%	-0.1%	-18	-14	2%
C=CCSc1nnc(CNS(=O)(=O)c2ccc(C)cc2)n1C	/	/	i	1.2	0.2%	1%	/	/	/	/	-5%
C=CCNS(=O)(=O)c1cccc(C(C)=O)c1	4%	1.1	i	0.3	2.2%	4%	-10%	-2.2%	-7	-3	0%
CS(=O)(=O)N1CCC(C(=O)N2CCC(Cc3ccccc3)CC2)CC1	18%	1.1	i	6.1	-0.1%	1%	16%	-3.9%	0	-9	-2%
CC1=C(C(=O)Nc2ccccc2C)C(c2ccc(C)o2)N2C(=O)CSC2=N1 (stereo not given)	18%	1.1	i	0.9	2.5%	6%	13%	-3.3%	-1	-6	-6%
Cc1ccc(S(=O)(=O)N2CCN(C(=O)c3cccs3)CC2)c(C)c1	-2%	0.9	i	0.1	10%	-4%	-7%	-4.9%	-34	4	-1%
COc1ccc(NC(=O)CC2C(=O)N(C)C(=S)N2CCc2ccc(F)cc2)cc1 (stereo not given)	/	/	i	0.6	19%	0%	/	/	/	/	-6%
Cc1cc(-c2ccccc2)c2ccc(NC(=O)C(C)(C)C)nc2n1	/	/	i	0.2	4.7%	0%	/	/	/	/	0%
O=c1[nH]c(SCc2cccc(Cl)c2)nc2c1CCCC2	0%	1.1	i	5.9	-0.1%	3%	6%	-3.1%	19	-9	-6%
CSc1cccc(NC(=O)c2ccc(CN3CCc4ccccc4C3)cc2)c1	/	/	i	0.5	1.3%	1%	/	/	/	/	2%
Nc1ncnc2c1ncn2Cc1ccccc1	2%	1	i	0.4	-0.2%	7%	-1%	-7.5%	-18	-2	-1%
Cc1ccc(CNC(=O)Cn2nnc(C(=O)Nc3cccc(C)c3C)c2N)cc1	/	/	i	0.2	0.6%	12%	/	/	/	/	1%
Cc1c(Br)c([N+](=O)[O-])nn1C(C)C(=O)Nc1nccs1 (stereo not given)	-7%	1	i	5.2	-0.8%	-4%	0%	-7.8%	-7	2	0%
